TRPV1 ag – human TRPV1 agonism; Q8NER1; TRPV1-expressing cells, Fluo-8 calcium influx, agonist mode; activation, % at 8.33 µM; 0.19% of 320,000 active; AID 540275; in the data active = activation above about 80%; inconclusive = between about 30% and that limit; note: 0% is about no effect
Target sequence (Q8NER1 whole entry, looked up): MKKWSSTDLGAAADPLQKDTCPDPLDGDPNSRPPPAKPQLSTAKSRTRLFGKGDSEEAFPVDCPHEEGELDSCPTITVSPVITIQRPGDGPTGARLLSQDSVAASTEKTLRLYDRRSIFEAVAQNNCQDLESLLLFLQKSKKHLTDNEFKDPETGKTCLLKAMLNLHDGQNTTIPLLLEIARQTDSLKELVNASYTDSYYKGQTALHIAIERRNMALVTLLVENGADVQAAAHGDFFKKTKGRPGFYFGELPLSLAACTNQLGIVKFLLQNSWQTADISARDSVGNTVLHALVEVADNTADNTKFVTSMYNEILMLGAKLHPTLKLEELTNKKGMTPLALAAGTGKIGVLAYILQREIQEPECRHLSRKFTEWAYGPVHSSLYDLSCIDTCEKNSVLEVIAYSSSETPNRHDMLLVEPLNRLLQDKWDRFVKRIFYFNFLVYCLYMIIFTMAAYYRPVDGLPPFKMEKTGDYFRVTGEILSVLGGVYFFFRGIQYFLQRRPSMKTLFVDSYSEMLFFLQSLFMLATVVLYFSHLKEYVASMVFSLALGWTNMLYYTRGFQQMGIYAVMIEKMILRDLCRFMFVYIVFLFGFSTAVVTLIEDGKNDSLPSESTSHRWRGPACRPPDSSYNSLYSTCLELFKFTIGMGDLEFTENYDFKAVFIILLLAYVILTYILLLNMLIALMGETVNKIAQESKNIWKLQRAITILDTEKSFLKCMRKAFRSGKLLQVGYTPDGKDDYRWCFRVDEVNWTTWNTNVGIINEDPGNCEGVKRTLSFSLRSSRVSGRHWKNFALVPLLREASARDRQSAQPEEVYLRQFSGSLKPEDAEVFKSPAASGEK
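TRPV1-expressing cells were cultured overnight at 35.5C and loaded with Fluo-8 calcium dye for 40 to 90 min at room temperature. After a 10 s baseline, compound was added and calcium influx was read kinetically for 3 min (ex 480/em 520 nm).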
ELG1 DNA repair – blocks ELG1-dependent DNA repair in HEK293T cells. Potency, µM (doses to about 46.1 µM), for inactives: at the highest dose activity change, negative = inhibition, hits mostly inhibitors. 2.3% of 330,000 active. HEK293T ELG1-luciferase reporter, luminescence, 16 h; DNA damage induced by 5-fluorouridine. AID 504467; note: potency is the fitted concentration of half-maximal effect; % is set by controls: 0 for no effect and ±100 for the full control effect; nearly all actives have a fitted effect of over 55% in size
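In this reporter screen, reduction of luminescence relative to DMSO vehicle indicated activity. Compounds and 5-fluorouridine were added together to 2,000 cells per well, incubated for 16 hr at 37 °C, then developed with ONE-Glo.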
ELG1 genotoxic – genotoxicity induction in ELG1-luciferase HEK293T cells. HEK293T ELG1-luciferase reporter, luminescence, 16 h. Potency, µM (series often up to 46 µM), inactives show at the highest dose activity change, positive = activation, actives largely listed as activators. 1.3% of 330,000 active. AID 504466; note: potency is the fitted concentration of half-maximal effect; % of control where 0% means no effect; nearly all actives have a fitted effect of over 60% in size
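Screening used a luciferase reporter fused to human ELG1 in HEK293T cells. Luminescence was read on a CCD plate imager after 16 hr exposure and 30 min ONE-Glo incubation.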
RORgamma inh – ROR gamma (mouse) transcription inhibition; P51450; Drosophila S2 Gal4-RORgamma UAS-luciferase reporter, 20 h; Potency, µM (series often up to 53.6 µM), for inactives: top-dose activity change, negative = inhibition, most hits filed as inhibitors; 5.4% of 310,000 active; AID 2551; note: potency is the fitted concentration of half-maximal effect; % is set by controls: 0 for no effect and ±100 for the full control effect; nearly all actives have a fitted effect of over 60% in size
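In this cell-based reporter format, copper sulfate (700 uM final) drives Gal4–ROR gamma fusion expression from a metallothionein promoter in Drosophila Schneider cells; compounds preincubated 1 hr, reporter read after 20 hr at ambient temperature.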
BRCA1 expr act – BRCA1 expression activation; MCF7-BRCA1-FFLuc reporter, luminescence, 48 h; response scale: scaled: vehicle 0%, 10 µM genistein 100%; Potency, µM (titrated, usually from 46.1 µM), without a hit: top-dose activation, hits mostly activators; 1.1% of 380,000 active; AID 624202; note: potency is the fitted concentration of half-maximal effect; nearly all actives have a fitted effect of over 80% in size; some results filed as inactive show a strong effect at the top dose
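Cells: MCF7-BRCA1-FFLuc, 2000/well. Exposure: 48 h, 37 °C, 5% CO2. Read: luminescence, 15 min post-substrate. Controls: genistein 10 microM (maximal activation), DMSO (neutral).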
Gal4-VP16 FLuc – inhibits Gal4-VP16 luciferase reporter, ROR gamma counter-screen; Drosophila S2 Gal4-VP16 UAS-luciferase, luminescence, 20 h; Potency, µM (titrated, usually from 53.6 µM), for the others: top-dose activity, negative = inhibition, hits mostly inhibitors; 3.5% of 310,000 active;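 note: Gal4-VP16 expression switched on by copper sulfate through the metallothionein promoter; potency is the fitted concentration of half-maximal effect; % is set by controls: 0 for no effect and ±100 for the full control effect; nearly all actives have a fitted effect of over 50% in size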
Tb PFK inh – blocks T. brucei phosphofructokinase; Potency, µM (titrated, usually from 57.5 µM), inactives show at the top dose activity, negative = inhibition, most hits filed as inhibitors; 0.17% of 330,000 active; T. brucei PFK, ADP-Glo luminescence; O15648; AID 485367;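 note: potency is the fitted concentration of half-maximal effect; 0% = uninhibited 1x PFK enzyme wells and -100% = no-enzyme wells; nearly all actives have a fitted effect of over 60% in size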
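Compounds were pin-transferred as a titration series up to 57 uM into substrate buffer (0.5 mM F6P, 0.1 mM ATP, pH 8.0), then 1.25 nM PFK was added and reactions ran 45 min before ADP-Glo detection.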
NPC1 promoter act – NPC1 promoter activation; Huh7 NPC1 promoter luciferase reporter, 24 h; Potency, µM (top dose mostly 9.22 µM), for inactives: at the top dose activation, usual class: activators; 2.4% of 320,000 active;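 note: potency is the fitted concentration of half-maximal effect; % of control where 0% means no effect; nearly all actives have a fitted effect of over 60% in size; reporter is driven by a mutant NPC1 promoter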
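Stable NPC1-promoter luciferase Huh7 line; cpd (DMSO) 24 h, 37 °C, 5% CO2; Amplite luciferase reagent 10 min RT; luminescence readout. qHTS format.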
p53 reactivation – re-activators of mutant p53 | Potency, µM (titrated, usually from 92.2 µM), for the others: at the top dose activity change, positive = activation, usual class: activators | H1299 p53-A138V BP100-luciferase reporter, luminescence, 24 h | 0.063% of 320,000 active; note: potency is the fitted concentration of half-maximal effect; % of control where 0% means no effect; nearly all actives have a fitted effect of over 45% in size
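p53-null H1299 cells stably carrying temperature-sensitive p53-A138V and a BP100-luciferase reporter were pinned with compounds (4-point, 1:5 series) and held 24 hrs at 37 deg C. Luminescence was read 10 min after detection reagent.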
Rab9 promoter act – activators of Rab9 promoter. Potency, µM (top dose mostly 9.22 µM), for inactives: at the top dose activation, negative = inhibition, usual class: activators. 2.8% of 320,000 active. Huh7 Rab9 promoter-luciferase reporter, luminescence, 24 h; note: potency is the fitted concentration of half-maximal effect; % of control where 0% means no effect; nearly all actives have a fitted effect of over 60% in size
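Huh7 cells stably carrying a Rab9 promoter-luciferase reporter, 1500 cells per well in OP-MEM I with 10% FBS, treated with compound 24 hours at 37C. Luciferase activity read by luminescence after 10 minutes with Amplite reagent.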
FLuc modulator – firefly luciferase modulation, counter-screen for miR-21 project; 6.9% of 360,000 active; purified FLuc, Km substrates, luminescence inhibition; P08659; Potency, µM (top dose mostly 57.5 µM), inactives show at the top dose activity change, negative = inhibition, most hits filed as inhibitors;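 note: potency is the fitted concentration of half-maximal effect; plate controls were vehicle for no effect and reference inhibitor for full effect; nearly all actives have a fitted effect of over 55% in size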
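Purified P. pyralis luciferase (10nM final) with 10uM D-luciferin and 10uM ATP (Km levels) in 50mM Tris acetate pH 7.5, 10mM Mg acetate, 0.01% Tween-20, 0.05% BSA; qHTS 6-point titration, ~60 µM downward; luminescence read.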
Starred values were filed as active, the others as inactive; [ ] = remark or other dose. Unless noted, calls come from the whole dose curve; as a rule, active = well fitted curve in the direction sought with a large enough effect; inconclusive = small, poorly fitted or top-dose-only effect, or another doubt; inactive = no such curve, though single readings can be large; an effect the other way counts as inactive or inconclusive.

Results for CCNC(=O)c1c(NC(C)=O)sc2c1CCCC2 ?
TRPV1 ag: -2; ELG1 DNA repair: -5%; ELG1 genotoxic: 1%; RORgamma inh: 1%; BRCA1 expr act: -5%; Gal4-VP16 FLuc: -6%; Tb PFK inh: 0%; NPC1 promoter act: 3%; p53 reactivation: 5%; Rab9 promoter act: 0%; FLuc modulator: 0%

Results for Cc1nc2c(sc(=S)n2Cc2ccco2)c(=O)n1CC(=O)Nc1ccc(F)cc1 ?
TRPV1 ag: 1; ELG1 DNA repair: 12%; ELG1 genotoxic: -1%; RORgamma inh: -45%; BRCA1 expr act: -37%; Gal4-VP16 FLuc: -23%; Tb PFK inh: 13%; NPC1 promoter act: -7%; p53 reactivation: -10%; Rab9 promoter act: -8%; FLuc modulator: 0%

Results for O=C(C1CCCN(S(=O)(=O)c2cccs2)C1)N1CCC(N2CCCCC2)CC1 (configuration not stated) ?
TRPV1 ag: -1; ELG1 DNA repair: 4%; ELG1 genotoxic: 2%; RORgamma inh: 33%; BRCA1 expr act: -8%; Gal4-VP16 FLuc: 3%; Tb PFK inh: 0%; NPC1 promoter act: 0%; p53 reactivation: 2%; Rab9 promoter act: -5%; FLuc modulator: 0%

Results for Cc1cc(S(=O)(=O)N2CCc3ccccc3C2)ccc1F ?
TRPV1 ag: 4; ELG1 DNA repair: 12%; ELG1 genotoxic: 2%; RORgamma inh: -8%; BRCA1 expr act: 0%; Gal4-VP16 FLuc: -6%; Tb PFK inh: 3%; NPC1 promoter act: 2%; Rab9 promoter act: 3%; FLuc modulator: 7%

Results for COc1cc(CNc2ccc(N3CCN(C(C)=O)CC3)cc2)ccc1OCc1ccccc1 ?
TRPV1 ag: 0; ELG1 DNA repair: -16%; ELG1 genotoxic: inconclusive; RORgamma inh: 13%; BRCA1 expr act: 4%; Gal4-VP16 FLuc: -3%; Tb PFK inh: 0%; NPC1 promoter act: -2%; p53 reactivation: 8%; Rab9 promoter act: -8%; FLuc modulator: inconclusive

What do the screens show for `O=S(=O)(NCC1CCCN(Cc2ccccc2O)C1)c1cccc2cccnc12` (configuration not stated)?
TRPV1 ag: -2; ELG1 DNA repair: 0%; ELG1 genotoxic: -4%; RORgamma inh: 0%; BRCA1 expr act: -20%; Gal4-VP16 FLuc: 3%; Tb PFK inh: 0%; NPC1 promoter act: -1%; p53 reactivation: 28%; Rab9 promoter act: -4%; FLuc modulator: -1%

Results for O=C1NNC(c2ccccc2)=N/C1=C\c1ccc(Cl)cc1 ?
TRPV1 ag: -2; ELG1 DNA repair: inconclusive; ELG1 genotoxic: -2%; RORgamma inh: -34%; BRCA1 expr act: -48%; Gal4-VP16 FLuc: 6%; Tb PFK inh: -4%; NPC1 promoter act: -8%; p53 reactivation: 4%; Rab9 promoter act: 0%; FLuc modulator: -1%

Results for O=c1c2c(-c3ccccc3)csc2nc2n1CCC2 ?
TRPV1 ag: -3; ELG1 DNA repair: -5%; ELG1 genotoxic: -1%; RORgamma inh: 23%; BRCA1 expr act: -8%; Gal4-VP16 FLuc: 7%; Tb PFK inh: -11%; NPC1 promoter act: -4%; p53 reactivation: -22%; Rab9 promoter act: -3%; FLuc modulator: 3%

How did COc1cccc(-c2c(C(=O)N/N=C/C3CC=CCC3)nnn2-c2nonc2N)c1 (configuration not stated) do in these assays?
TRPV1 ag: -5; ELG1 DNA repair: 3%; ELG1 genotoxic: 0%; RORgamma inh: -29%; BRCA1 expr act: 3%; Gal4-VP16 FLuc: -11%; Tb PFK inh: -8%; NPC1 promoter act: 5%; p53 reactivation: 12%; Rab9 promoter act: 2%; FLuc modulator: 1%

What do the screens show for `CC1(C)NC(=O)N(CCSc2ccc(Cl)cc2)C1=O`?
TRPV1 ag: -9; ELG1 DNA repair: 18%; ELG1 genotoxic: 4%; RORgamma inh: 8%; BRCA1 expr act: 3%[1.84 µM]; Gal4-VP16 FLuc: 2%; Tb PFK inh: -3%; NPC1 promoter act: 10%; p53 reactivation: -8%; Rab9 promoter act: -5%; FLuc modulator: -3%

Results for CCOc1ccc2oc(C(=O)OCC(=O)NCC3CCCO3)c(C)c2c1 (configuration not stated) ?
TRPV1 ag: 2; ELG1 DNA repair: 0%; ELG1 genotoxic: -1%; BRCA1 expr act: 22%; Tb PFK inh: 18%; NPC1 promoter act: 8%; p53 reactivation: -4%; Rab9 promoter act: 12%; FLuc modulator: -16%

How did CSc1nnc(-c2ccco2)n1-c1ccccc1 do in these assays?
TRPV1 ag: 1; ELG1 DNA repair: 0%; ELG1 genotoxic: 0%; RORgamma inh: -34%; BRCA1 expr act: -4%; Gal4-VP16 FLuc: -9%; Tb PFK inh: 3%; NPC1 promoter act: 1%; p53 reactivation: -3%; Rab9 promoter act: -1%; FLuc modulator: 0%

What do the screens show for `CCOC(=O)n1c(=O)n(Cc2c(Cl)cccc2Cl)c2ccccc21`?
TRPV1 ag: 11; ELG1 DNA repair: -12%; ELG1 genotoxic: -4%; RORgamma inh: 34%; BRCA1 expr act: -14%; Gal4-VP16 FLuc: -8%; Tb PFK inh: -9%; NPC1 promoter act: -6%; p53 reactivation: -2%; Rab9 promoter act: -4%; FLuc modulator: -3%

How did CC1CCCN(C(=O)c2cn(-c3ccccc3)nc2-c2cccnc2)C1 (configuration not stated) do in these assays?
TRPV1 ag: 8; ELG1 DNA repair: 18%; ELG1 genotoxic: 3%; BRCA1 expr act: -14%; Tb PFK inh: -3%; NPC1 promoter act: -8%; p53 reactivation: -5%; Rab9 promoter act: 0%; FLuc modulator: 2%

What do the screens show for `O=C(NCCOc1ccccc1)c1ccccc1[N+](=O)[O-]`?
TRPV1 ag: -2; ELG1 DNA repair: 21%; ELG1 genotoxic: 3%; RORgamma inh: -3%; BRCA1 expr act: 23%; Gal4-VP16 FLuc: -20%; Tb PFK inh: 0%; NPC1 promoter act: 10%; p53 reactivation: 2%; Rab9 promoter act: 13%; FLuc modulator: -6%

Results for CC(C)Cn1c(N)c(-c2nc(C(C)C)c(C(=O)c3ccccc3F)s2)c(=O)n(C)c1=O ?
TRPV1 ag: 1; ELG1 DNA repair: 5%; ELG1 genotoxic: -3%; RORgamma inh: 1%; Gal4-VP16 FLuc: 0%; Tb PFK inh: -3%; NPC1 promoter act: -2%; p53 reactivation: 16%; Rab9 promoter act: -11%; FLuc modulator: -1%

How did CC(=O)Nc1ccc(OC(=O)c2cc([N+](=O)[O-])ccc2Cl)cc1 do in these assays?
TRPV1 ag: 4; ELG1 DNA repair: -5%; ELG1 genotoxic: 0%; RORgamma inh: -12%; BRCA1 expr act: -1%; Gal4-VP16 FLuc: 13%; Tb PFK inh: -2%; NPC1 promoter act: -1%; p53 reactivation: -7%; Rab9 promoter act: -2%; FLuc modulator: -2%

How did Cc1c(Br)c(C(F)(F)F)nn1CC(=O)NCC1CCCO1 (configuration not stated) do in these assays?
TRPV1 ag: 1; ELG1 DNA repair: 9%; ELG1 genotoxic: -6%; RORgamma inh: -1%; BRCA1 expr act: 2%; Gal4-VP16 FLuc: -14%; Tb PFK inh: -11%; NPC1 promoter act: -1%; p53 reactivation: -2%; Rab9 promoter act: -2%; FLuc modulator: 0%

Results for COc1ccc(C(=O)NCCn2cc(SCC(N)=O)c3ccccc32)cc1 ?
TRPV1 ag: -1; ELG1 DNA repair: inconclusive; ELG1 genotoxic: 4%; RORgamma inh: -6%; BRCA1 expr act: 61%; Gal4-VP16 FLuc: 0%; Tb PFK inh: 1%; NPC1 promoter act: 12%; p53 reactivation: 0%; Rab9 promoter act: 22%; FLuc modulator: 15µM*

How did CCOC(=O)c1cccc(N/C=C/C(=O)c2ccc(OC)c(OC)c2)c1 do in these assays?
TRPV1 ag: 17; ELG1 DNA repair: inconclusive; ELG1 genotoxic: inconclusive; RORgamma inh: inconclusive; BRCA1 expr act: 87%; Gal4-VP16 FLuc: -15%; Tb PFK inh: -3%; NPC1 promoter act: 0.63µM*; p53 reactivation: 16%; Rab9 promoter act: 1.6µM*; FLuc modulator: 11µM*

What do the screens show for `CN(C(=O)COC(=O)c1ccccc1NCc1ccco1)c1c(N)n(Cc2ccccc2)c(=O)[nH]c1=O`?
TRPV1 ag: 2; ELG1 DNA repair: -23%; ELG1 genotoxic: 0%; BRCA1 expr act: -22%; Tb PFK inh: 0%; NPC1 promoter act: 0%; p53 reactivation: -9%; Rab9 promoter act: 3%; FLuc modulator: -2%

How did C#CC(C)(CC)NC(=O)c1cc(OC)c(OC)c(OC)c1 (configuration not stated) do in these assays?
TRPV1 ag: 4; ELG1 DNA repair: -1%; ELG1 genotoxic: 4%; RORgamma inh: 1%; BRCA1 expr act: -2%; Gal4-VP16 FLuc: -8%; Tb PFK inh: -5%; NPC1 promoter act: 2%; p53 reactivation: -16%; Rab9 promoter act: 0%; FLuc modulator: -5%

Bioassay records (PubChem BioAssay)
